# Source: PubChem BioAssay
# GalR3 antag – human GalR3 antagonism; HEK293 GalR3-CNG cAMP membrane potential fluorescence; galR3 body fused to GalR1 C-terminus; actives 0.44% (n = 360,000); O60755; inhibition, % at 3 µM;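 active means inhibition above the screen-wide average plus 3 SD, cut at about 13% in these data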;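 further: forskolin and galanin both at EC90 stimulate the cells; cAMP rise reported by CNG channel membrane potential dye signal; 0% = forskolin plus galanin with DMSO and 100% = forskolin alone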
# Target sequence (O60755 1-299 limits assumed): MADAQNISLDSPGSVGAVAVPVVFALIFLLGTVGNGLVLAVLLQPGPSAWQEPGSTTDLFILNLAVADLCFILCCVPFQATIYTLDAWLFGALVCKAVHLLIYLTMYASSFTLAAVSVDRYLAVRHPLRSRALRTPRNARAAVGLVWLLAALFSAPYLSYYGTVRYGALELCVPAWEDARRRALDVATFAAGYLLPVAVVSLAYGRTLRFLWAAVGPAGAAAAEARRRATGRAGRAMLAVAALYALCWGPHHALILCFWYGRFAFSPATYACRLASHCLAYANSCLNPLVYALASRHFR
# DNA FID counter – displaces DNA intercalator in HCV helicase counter-screen. DNA fluorescent intercalator displacement, fluorescence. inhibition, % at 7.9 µM. actives 0.17% (n = 290,000). AID 1845; in the data active means inhibition above about 37%;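 further: 0% = vehicle and 100% = reference compound; higher means more ethidium bromide displaced from hairpin DNA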
# VIM-2 inh – inhibitors of Pseudomonas aeruginosa VIM-2 metallo-beta-lactamase; purified VIM-2, nitrocefin hydrolysis, epi-absorbance fluorescence; inhibition, % at 5.6 µM; actives 0.89% (n = 290,000);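 active means inhibition above the mean of all tested compounds plus 3 SD, cutoff set per screening run, cut at about 7.5% in these data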;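 further: red hydrolysis product quenches plate fluorescence so inhibitors raise well fluorescence; 0% = enzyme with DMSO and 100% = DMSO without enzyme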
# V1aR counter – counter-screen for oxytocin receptor agonists: human V1a receptor agonists; P37288; CHO-V1R cells, Fluo-8 calcium fluorescence, agonist mode; 0% DMSO, 100% 3 nM vasopressin; activation, % at 3 µM; actives 0.25% (n = 320,000);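 active means activation above the mean activation of all tested compounds plus 3 SD, per screening run, cut at about 20% in these data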;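 further: signal is peak over basal fluorescence ratio across a 100 second FLIPR read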
# GPR7 antag – blocks human GPR7 receptor signaling; P48145; GPR7-expressing cells, fluorescence antagonist assay; inhibition, % at 4.4 µM; actives 1.1% (n = 290,000); in the data active means inhibition above about 16%, passing the limit was not always enough;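 further: cells stimulated with the agonist NPW; 0% = agonist with vehicle and 100% = vehicle without agonist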
# NS3 helicase inh – HCV NS3 helicase inhibition. NS3 helicase DNA unwinding, Cy5 molecular beacon fluorescence. inhibition, % at 10.9 µM. actives 0.56% (n = 290,000). AID 1800;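 active means inhibition above the mean of all tested compounds plus 3 SD, set per campaign, cut at about 35% in these data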;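 further: 0% = DMSO wells and 100% = thioflavine S control wells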
#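 Test system: hepatitis C virus NS3 helicase domain fragment enzyme. Also added: annealed dual-labelled DNA beacon duplex, ATP-started. Timing: 60 min unwinding reaction at 25 °C after ATP addition. Technique: Cy5 fluorescence. Measure: % inhibition of unwinding.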
# PHOSPHO1 block – blocks human PHOSPHO1 phosphatase activity. recombinant PHOSPHO1, absorbance phosphatase assay. inhibition, % at 13.3 µM. actives 1.1% (n = 290,000); in the data active means inhibition above about 60%
# Target sequence (Q8TCT1 whole entry, looked up): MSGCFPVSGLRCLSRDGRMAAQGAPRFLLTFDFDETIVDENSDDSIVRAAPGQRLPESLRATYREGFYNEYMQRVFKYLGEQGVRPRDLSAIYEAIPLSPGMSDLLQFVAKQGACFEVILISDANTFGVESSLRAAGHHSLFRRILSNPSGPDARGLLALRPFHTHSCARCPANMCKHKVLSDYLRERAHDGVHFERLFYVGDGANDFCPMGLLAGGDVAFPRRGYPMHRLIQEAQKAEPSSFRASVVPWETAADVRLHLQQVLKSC
# OXTR agonist – agonists of human oxytocin receptor; CHO-OTR cells, Fluo-8 calcium fluorescence; normalized: DMSO 0%, oxytocin 100%; activation, % at 3 µM; actives 0.32% (n = 320,000); AID 2435;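 active means activation above the mean of all tested compounds plus 3 SD, cutoff set per screening run, cut at about 20% in these data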;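 further: peak over basal fluorescence ratio from a 100 s FLIPR kinetic read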
# Target sequence (P30559 whole entry, looked up): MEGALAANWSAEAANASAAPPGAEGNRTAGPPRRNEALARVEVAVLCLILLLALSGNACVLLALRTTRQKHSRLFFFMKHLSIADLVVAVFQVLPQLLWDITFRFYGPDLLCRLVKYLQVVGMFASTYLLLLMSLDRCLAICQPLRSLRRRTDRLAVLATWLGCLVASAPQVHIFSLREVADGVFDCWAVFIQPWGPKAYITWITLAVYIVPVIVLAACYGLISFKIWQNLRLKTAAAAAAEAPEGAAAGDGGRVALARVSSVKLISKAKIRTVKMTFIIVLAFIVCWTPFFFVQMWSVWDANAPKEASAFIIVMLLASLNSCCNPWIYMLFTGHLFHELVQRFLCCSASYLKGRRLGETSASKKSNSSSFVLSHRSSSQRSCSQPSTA
# IMP-1 inh – blocks Pseudomonas aeruginosa IMP-1 metallo-beta-lactamase; purified IMP-1, nitrocefin hydrolysis, epi-absorbance fluorescence; inhibition, % at 5.6 µM; actives 0.45% (n = 290,000); AID 1556;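 active means inhibition above the mean plus 3 SD of all compounds in the same screening run, cut at about 4.5% in these data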;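 further: 0% = IMP-1 with DMSO and 100% = DMSO wells lacking enzyme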
#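 system = purified recombinant IMP-1 beta-lactamase | amount = 0.2 nM IMP-1, as dispensed | medium = HEPES buffer pH 7.1 with ZnSO4 and Brij 35 | times = 25 °C, 15 min preincubation, 25 min reaction | detection = plate fluorescence quenching by hydrolysis product, ex 480/em 530 nm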
# An asterisk follows results filed as active; / = no result given.
# Every second line gives: GalR3 antag	DNA FID counter	VIM-2 inh	V1aR counter	GPR7 antag	NS3 helicase inh	PHOSPHO1 block	OXTR agonist	IMP-1 inh
- COc1ccccc1C(=O)C1CCCN(C(=O)c2cn3cc(Cl)ccc3n2)C1 (stereo not given)
→ -2	-28	1.7	-0.8	-12	-4	-5	-2.1	-2.0
- CCN(CC)c1ccc(/C=N/NC(=O)CC(C)C)cc1
→ 0	2	-1.1	-0.8	13	8	37	-0.7	-2.9
- Cc1onc(-c2ccccc2)c1CNC(=O)C1COc2ccccc2O1 (stereo not given)
→ 1	-8	-2.5	0.1	-5	-2	8	-1.0	-3.6
- CCOC(=O)/C(C#N)=C/C=C1\C=Cc2ccccc2N1CC
→ 10	-12	-1.9	5.0	4	-2	22	7.0	-2.5
- CCOC(=O)c1ccc(S(=O)(=O)N2CCN(CC(=O)NC(=O)NC3CCCCC3)CC2)cc1
→ -2	-34	0.0	-0.3	-1	-12	12	-1.1	-0.2
- CCC1CCCCN1C(=O)CCS(=O)(=O)c1ccccc1 (stereo not given)
→ 1	-12	-2.9	-0.2	-20	0	51	-0.2	-3.4
- CCc1cc2c(=O)n(Cc3ccco3)c(SCC(=O)NCC3CCCO3)nc2s1 (stereo not given)
→ -10	-30	1.1	2.2	0	2	-19	1.1	-2.5
- O=C(Nc1cc(S(=O)(=O)N2CCOCC2)ccc1Cl)C(=O)c1c(-c2ccccc2)cc2ccccn12
→ -6	-22	-1.6	-0.9	-13	-10	16	-1.0	-2.5
- CCn1c(SCC(=O)Nc2ccc(C)cc2)nnc1-c1cnccn1
→ 2	-32	-1.1	1.6	-1	1	-33	-0.7	-1.1
- Oc1[nH]c2ccccc2c1N=Nc1ccccc1F
→ -1	3	-4.6	19	-12	1	-2	11	-4.3
- C=CCN(C(=O)c1csnn1)C(C(=O)NCc1ccccc1)c1c(F)cccc1Cl (stereo not given)
→ -3	-29	-1.5	-0.1	-9	-5	0	-0.7	-2.7
- CC(=O)N1CC(C)Oc2ccc(S(=O)(=O)NC(CC(=O)O)c3cc(C)ccc3C)cc21 (stereo not given)
→ -1	-41	-0.9	-0.5	-8	3	27	0.7	-1.2
- Cc1ccc2c(CN(C)Cc3cccc(Cl)c3)cc(=O)oc2c1C
→ -12	-16	-0.4	1.3	8	-15	15	-1.5	-2.1
- CC(Oc1ccc(Br)cc1)c1nc2c3ccccc3nc(=S)n2[nH]1 (stereo not given)
→ -6	2	-4.7	2.2	-2	14	-10	3.8	-1.6
- COC(=O)c1cc2n(n1)CCN(Cc1ccc(F)cc1)C2=O
→ 2	0	-1.3	0.8	0	2	21	0.3	0.4
- CCCOc1c(Cl)cc(C(=O)Nc2ccc3c(c2)OCO3)cc1OCC
→ -2	-5	2.5	-0.3	-14	1	5	-1.3	-1.7
- O=C(CN1CCN(C(=O)C2CCCO2)CC1)Nc1ccc(F)cc1 (stereo not given)
→ -1	-1	-1.6	0.9	-10	-2	34	1.0	-2.6
- CCc1ccc(OCC(=O)N/N=C/c2cc([N+](=O)[O-])ccc2N2CCOCC2)cc1
→ -5	-4	-5.0	0.5	-6	-14	-6	3.1	-1.9
- O=C(CN1CCN(S(=O)(=O)/C=C/c2ccccc2)CC1)Nc1ccc(N2CCOCC2)cc1
→ 0	-46	-2.9	0.1	-10	-5	32	0.3	-2.4
- c1ccc(N2CCCCC2)c(Nc2nc3ccccc3n3cnnc23)c1
→ -4	-2	-4.1	0.9	-15	2	20	0.6	-2.9
- CC(c1ccc(F)cc1)n1c(-c2cccs2)n[nH]c1=S (stereo not given)
→ 0	-18	2.3	0.5	-7	3	26	-1.6	-2.7
- COc1ccc(C(CCO)NC(=O)c2cccs2)cc1OC (stereo not given)
→ -1	-1	1.3	-1.4	2	-10	31	1.3	0.4
- Cc1ccccc1-n1nc2c(c1NC(=O)c1cccc(F)c1)CS(=O)C2 (stereo not given)
→ 2	-3	-4.0	0.3	-2	0	13	0.0	-5.0
- C=CCNC(=O)NC(=O)COC(=O)/C(C#N)=C/c1cc(C)n(CCC(C)C)c1C
→ -4	0	3.2	1.3	1	8	42	3.7	-0.3
- COc1ccc(C(CC(=O)N2CCCC2)C(C)C)cc1 (stereo not given)
→ -11	-19	-4.6	-0.6	-3	8	42	-0.6	-3.7
- COc1ccccc1Nc1nc(C)nc2c1oc1ccccc12
→ -10	-24	3.2	-1.1	5	-8	/	-2.3	-0.3
- Cc1sc(NC(=O)c2ccco2)c(C(c2cccnc2)N2CCC(C)CC2)c1C (stereo not given)
→ -4	-14	-5.0	3.6	20*	-1	-20	3.2	1.8
- O=C(Nc1ccc(C(=O)O)cc1)/C(=C\c1ccccc1)NC(=O)c1ccccc1
→ -2	-11	0.1	1.3	-7	2	/	0.4	-4.8
- CCOCCn1c(SCc2c(F)cccc2Cl)nc2c1c(=O)[nH]c(=O)n2C
→ -5	-5	-3.9	-0.1	-9	7	20	-1.7	-3.5
- O=C1Nc2ccc([N+](=O)[O-])cc2C1(O)N1CCCCCC1 (stereo not given)
→ -2	1	0.6	0.5	11	2	19	1.3	-1.0

# Printed as active in GPR7 antag, of those listed so far:
compound	GalR3 antag	VIM-2 inh	GPR7 antag	NS3 helicase inh	PHOSPHO1 block	IMP-1 inh
Cc1sc(NC(=O)c2ccco2)c(C(c2cccnc2)N2CCC(C)CC2)c1C (stereo not given)	-4	-5.0	20*	-1	-20	1.8

# Next structures.
# Every second line gives: GalR3 antag	DNA FID counter	VIM-2 inh	V1aR counter	GPR7 antag	NS3 helicase inh	PHOSPHO1 block	OXTR agonist	IMP-1 inh
- COCCCNC(=O)CN(CCc1ccccc1)S(=O)(=O)c1ccccc1
→ -7	-23	-4.0	0.1	-10	-3	22	0.0	-3.0
- CCC(C(=O)OC)n1cnc2c(nnn2-c2cccc(OC)c2)c1=O (stereo not given)
→ -8	-9	-1.4	0.6	7	-18	14	0.1	-0.7
- CCOC(=O)C1=C(C)Nc2nc(C)nn2C1c1ccc(OC)c(OC)c1 (stereo not given)
→ -1	-9	0.8	1.0	2	10	-1	1.0	1.1
- Cc1ccc(-c2cc(C(F)F)n3ncc(C(=O)N4CCN5CCCC5C4)c3n2)cc1 (stereo not given)
→ 1	-2	1.6	-1.3	-15	4	-31	-2.5	-0.6
- CCn1cc(/C=C(\NC(=O)c2ccccc2)C(=O)NCCCN2CCOCC2)c2ccccc21
→ -7	15	0.7	0.2	-8	-2	30	-0.6	-1.2
- COc1ccccc1-n1c([S-])c(C(=O)Nc2ccccc2C(F)(F)F)[n+]2ccc(C(=O)NCCO)cc12
→ -5	5	2.1	0.2	3	-21	-54	2.1	-2.9
- Cc1ccc(NC(=O)c2ccc(CN3CCc4ccccc4C3)cc2)cc1
→ 27*	2	-2.8	-0.7	3	-5	23	-0.9	-2.5
- O=C(N/N=C/c1ccco1)C1CC1c1ccccc1 (stereo not given)
→ 1	-5	-2.1	1.1	-7	12	3	-1.3	-3.1
- C=CCn1cc(/C=C/c2cc[n+](C)cc2)c2ccccc21
→ -10	4	10*	6.1	-16	-14	-8	2.9	7.8*
- CCC(C)(C)NS(=O)(=O)c1cc(CN2C(=O)c3cccnc3C2=O)ccc1OC
→ -13	-33	-2.3	0.7	11	14	38	1.3	-1.6
- CC(=O)NC(Cc1cccc(F)c1)C(=O)NC1CCN(C(=O)c2ccc(C)cc2)CC1 (stereo not given)
→ -9	-22	-1.3	-0.7	-4	1	35	-0.3	-3.2
- Cc1ccc(NC(=O)NCc2ccc3[nH]c(C)cc3c2)cc1
→ -6	-1	2.0	-0.1	-5	-11	16	0.2	-3.3
- Cc1cc(C)n(CCC(=O)N2CCc3ccccc32)n1
→ -4	-13	-1.1	0.8	0	2	22	-0.4	-2.3
- CNC(=S)Nc1cccc(C(C)=O)c1
→ -3	-2	-1.0	0.3	-10	-3	38	-0.3	-2.2

# Entries listed so far with a halogen, in the order listed:
# Every second line gives: GalR3 antag	DNA FID counter	VIM-2 inh	V1aR counter	GPR7 antag	NS3 helicase inh	PHOSPHO1 block	OXTR agonist	IMP-1 inh
- COc1ccccc1C(=O)C1CCCN(C(=O)c2cn3cc(Cl)ccc3n2)C1 (stereo not given)
→ -2	-28	1.7	-0.8	-12	-4	-5	-2.1	-2.0
- O=C(Nc1cc(S(=O)(=O)N2CCOCC2)ccc1Cl)C(=O)c1c(-c2ccccc2)cc2ccccn12
→ -6	-22	-1.6	-0.9	-13	-10	16	-1.0	-2.5
- Oc1[nH]c2ccccc2c1N=Nc1ccccc1F
→ -1	3	-4.6	19	-12	1	-2	11	-4.3
- C=CCN(C(=O)c1csnn1)C(C(=O)NCc1ccccc1)c1c(F)cccc1Cl (stereo not given)
→ -3	-29	-1.5	-0.1	-9	-5	0	-0.7	-2.7
- Cc1ccc2c(CN(C)Cc3cccc(Cl)c3)cc(=O)oc2c1C
→ -12	-16	-0.4	1.3	8	-15	15	-1.5	-2.1
- CC(Oc1ccc(Br)cc1)c1nc2c3ccccc3nc(=S)n2[nH]1 (stereo not given)
→ -6	2	-4.7	2.2	-2	14	-10	3.8	-1.6
- COC(=O)c1cc2n(n1)CCN(Cc1ccc(F)cc1)C2=O
→ 2	0	-1.3	0.8	0	2	21	0.3	0.4
- CCCOc1c(Cl)cc(C(=O)Nc2ccc3c(c2)OCO3)cc1OCC
→ -2	-5	2.5	-0.3	-14	1	5	-1.3	-1.7
- O=C(CN1CCN(C(=O)C2CCCO2)CC1)Nc1ccc(F)cc1 (stereo not given)
→ -1	-1	-1.6	0.9	-10	-2	34	1.0	-2.6
- CC(c1ccc(F)cc1)n1c(-c2cccs2)n[nH]c1=S (stereo not given)
→ 0	-18	2.3	0.5	-7	3	26	-1.6	-2.7
- Cc1ccccc1-n1nc2c(c1NC(=O)c1cccc(F)c1)CS(=O)C2 (stereo not given)
→ 2	-3	-4.0	0.3	-2	0	13	0.0	-5.0
- CCOCCn1c(SCc2c(F)cccc2Cl)nc2c1c(=O)[nH]c(=O)n2C
→ -5	-5	-3.9	-0.1	-9	7	20	-1.7	-3.5
- Cc1ccc(-c2cc(C(F)F)n3ncc(C(=O)N4CCN5CCCC5C4)c3n2)cc1 (stereo not given)
→ 1	-2	1.6	-1.3	-15	4	-31	-2.5	-0.6
- COc1ccccc1-n1c([S-])c(C(=O)Nc2ccccc2C(F)(F)F)[n+]2ccc(C(=O)NCCO)cc12
→ -5	5	2.1	0.2	3	-21	-54	2.1	-2.9
- CC(=O)NC(Cc1cccc(F)c1)C(=O)NC1CCN(C(=O)c2ccc(C)cc2)CC1 (stereo not given)
→ -9	-22	-1.3	-0.7	-4	1	35	-0.3	-3.2
